NR2E3 ag-1 = inhibitors of NR2E3-RetCOR corepressor binding, primary screen, NR2E3 agonist project, biochemical, TR-FRET, GST-NR2E3, biotin-RetCOR. Photoreceptor-specific nuclear receptor (Homo sapiens), Q9Y5X4. inhibition of corepressor binding, % at 4.78 µM. AID 2300, 2010. hit rate 0.12% among 320,000. 1536-well;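 active = percent inhibition above the cutoff of mean plus 3 SD of all tested compounds, set per screening campaign, cut at about 20% in these data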;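 note: 0% = DMSO wells and 100% = biotin wells as full block of FRET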
Target sequence (Q9Y5X4 whole entry, looked up): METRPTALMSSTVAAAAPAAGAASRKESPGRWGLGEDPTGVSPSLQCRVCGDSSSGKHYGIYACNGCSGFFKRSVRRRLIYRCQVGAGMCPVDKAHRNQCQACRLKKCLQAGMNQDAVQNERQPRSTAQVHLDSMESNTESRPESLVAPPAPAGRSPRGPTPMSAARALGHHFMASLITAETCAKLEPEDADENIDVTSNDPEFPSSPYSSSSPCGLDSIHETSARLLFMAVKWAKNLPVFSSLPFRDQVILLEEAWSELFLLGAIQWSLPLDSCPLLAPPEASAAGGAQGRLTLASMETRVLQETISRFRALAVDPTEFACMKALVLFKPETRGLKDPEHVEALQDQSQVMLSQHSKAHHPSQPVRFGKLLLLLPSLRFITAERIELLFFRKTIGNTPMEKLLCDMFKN
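System: GST-NR2E3 and biotin-RetCOR proteins; probe or stimulus: 7 nM biotin-RetCOR; doses: compound at 4.8 µM, single dose; schedule: Compound–protein incubation for 5 h at 4 °C; detection: time-resolved FRET; read-out: percent inhibition; controls: biotin wells as high control, 0.6% DMSO wells as low control; format: 1536-well plates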
TROY signal inh = inhibitors of TROY-driven NF-kB signaling, primary screen, Q293 LMP1-TROYcd cells, NF-kB luciferase, uHTS. Q293 LMP1-TROYcd NF-kB luciferase reporter, 4 h. inhibition, % at 10 µM. hit rate 0.98% among 360,000. AID 1347056, 2019;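 active = compounds whose plate-normalised and pattern-corrected inhibition of the luciferase reporter signal at the single screening dose is 50% or more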
HIF-2a inh = HIF-2a reporter inhibitors, primary screen, luminescence, 786-0 RCC cells | hit rate 0.72% among 360,000 | 786-0 RCC cells HIF-2a reporter, luciferase luminescence, overnight | inhibition, % at 18.8 µM | AID 624352, 2012;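 active = inhibition of the luminescence signal of 40% or more relative to plate controls, in a single-dose primary screen at 18.75 µM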
MITF TRPM1 inh = inhibitors of MITF-dependent TRPM1 promoter reporter, primary screen, cell-based, SK-MEL-5, single point, luciferase; SK-MEL-5 TRPM1 promoter luciferase, 24 h; inhibition, % at 12.5 µM; hit rate 0.83% among 330,000; AID 488899, 2010;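 active = mean inhibition across replicates of 60% or more, whatever share of single replicates reaches that level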; note: values of inactives mirror those of a sister screen read the other way
C8 TRAIL sens = viability loss with TRAIL in NB7+C8 cells, primary screen, TRAIL sensitizer project, cell-based, ATPlite luminescence | inhibition (viability loss, TRAIL sensitization), % at 10 µM | AID 624354, 2012 | hit rate 1% among 360,000;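 active = compounds causing at least 50% loss of cell viability in the single-dose screen, relative to plate controls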
TWEAK-Fn14 inh = inhibitors of TWEAK-Fn14 signaling, primary screen, luciferase reporter cells, uHTS; hit rate 2% among 360,000; inhibition, % at 10 µM; AID 1159606, 2016; TWEAK-stimulated Fn14 reporter cells, luciferase luminescence, 8 h; in the data active = inhibition above about 50%
NR2E3 ag-2 = NR2E3 agonists in two-hybrid cells, primary screen, cell-based, luminescence, CHO-S, Gal4-NCOR/VP16-NR2E3; Photoreceptor-specific nuclear receptor (Homo sapiens), Q9Y5X4; luciferase; inhibition of corepressor binding, % at 3.98 µM; hit rate 0.35% among 360,000; AID 602229, 2012;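 active = inhibition above the mean of all tested compounds plus 3 SD, cut at about 70% in these data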;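 note: 0% = DMSO with NR2E3 transfected cells and 100% = cells lacking NR2E3 construct; higher means lower luciferase signal from less NR2E3 corepressor binding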
KKLEB tox = cytotoxicity in KKLEB CF airway cells, primary screen, cytotoxicity control for CF NF-kB inhibitor project, cell-based, uHTS, fluorescence assay plates; KKLEB CF airway cells viability, ATPlite luminescence, overnight; stronger effect = lower value; cells stimulated with P. aeruginosa culture filtrate; activity change (cytotoxicity), % at 5 µM; hit rate 0.36% among 360,000; AID 602141, 2011;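 active = corrected activity change at or below -50% at 5 µM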
Shn3 3UTR inh = reduction of Shn3 3'UTR firefly luciferase signal, primary screen, Schnurri-3 inhibitor project, cell-based, Clone20 osteoblasts, set 2 | hit rate 0.52% among 360,000 | AID 588674, 2011 | Clone20 osteoblast Shn3 3'UTR firefly luciferase, 24 h | inhibition, % at 12.5 µM;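 active = mean inhibition of at least 75% with every replicate also reaching 75%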;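 note: 0% = median of neutral control wells and 100% = pilot-screen positive control compound; some compounds past the cut are filed as inactive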
CF NFkB block = inhibitors of PAF-induced NF-kB signaling, primary screen, cell-based, GFP fluorescence, uHTS | AID 588850, 2011 | KKLEB NF-kB-GFP reporter, GFP fluorescence overnight | hit rate 0.86% among 360,000 | inhibition, % at 5 µM;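 active = at least 50% inhibition at 5 µM, scaled per plate between neutral and stimulator controls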;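 note: PAF is a Pseudomonas aeruginosa culture filtrate used as stimulus; plate controls were PAF-stimulated DMSO wells for no effect and unstimulated DMSO wells for full effect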
Peg3 prom inh = Peg3 promoter-driven luciferase inhibitors, primary screen, cell-based, HeLa, luciferase luminescence; HeLa PEG-Prom luciferase reporter, overnight; inhibition, % at 20 µM; hit rate 1.7% among 360,000;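 active = inhibition of at least 50% at 20 µM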
* hit, by the source's call; · = not tested or not shown.

compound	TROY signal inh	NR2E3 ag-2	C8 TRAIL sens	Shn3 3UTR inh	TWEAK-Fn14 inh	MITF TRPM1 inh	HIF-2a inh	KKLEB tox	Peg3 prom inh	CF NFkB block	NR2E3 ag-1
COc1ncnc2c1ncn2CC1COC(C)(C)O1 (configuration not stated)	4.4	-8.7	9.3	-10.6	-9.5	-4.1	-13.4	5.2	-16.9	7.4	-1.8
CCC(COC(=O)c1ccccc1)Oc1cc(NCc2ccccc2)c2ncn(C(C)C)c2c1 (configuration not stated)	42.2	14.9	1.7	-19.0	32.8	14.7	18.1	-12.0	16.3	34.1	·
Cc1noc(C)c1C(=O)N1CCCC1	-6.4	-7.4	-15.3	24.7	12.0	-10.5	1.1	-7.8	-11.4	2.6	-4.3
Cc1ccc(S(=O)(=O)c2nc(-c3ccc(F)cc3)oc2SCC(N)=O)cc1	-6.5	15.1	3.1	-0.2	-10.0	3.5	4.8	-7.5	18.6	5.0	-1.1
CC(=O)NC1CC2CCCC(C1)N2C(=O)Nc1ccccc1 (configuration not stated)	-3.4	-11.1	2.6	5.8	-2.0	-5.1	11.9	-9.0	-52.8	-1.2	0.2
COc1cc(OC)cc(C(=O)Nc2ccc(C(=O)c3ccncc3)cc2)c1	8.8	-20.5	12.1	-11.9	-4.8	-8.6	-7.5	-10.4	-22.6	5.4	5.3
CCOC(=O)CNC(=O)C(=O)c1c(O)[nH]c2ccccc12	16.3	-16.9	-11.9	-9.1	-11.9	2.1	6.6	11.8	3.9	-14.7	2.0
CCOC(=O)C1CCN(C(=O)C2CCN(c3nc4ccc(OC)cc4s3)CC2)CC1	6.2	-7.2	4.0	27.6	5.4	7.9	7.8	1.8	1.3	0.9	2.3
Cc1cc(C)n(CC(O)COc2ccccc2C(=O)Nc2ccccc2)n1 (configuration not stated)	-14.8	-5.6	4.5	6.6	-3.2	0.8	11.5	2.7	20.4	-7.4	2.2
Cc1cc(C)n(-c2ccc(C(=O)O)cc2)n1	12.3	9.9	-3.4	3.9	-7.7	-7.0	18.9	1.0	2.1	-3.2	2.2
CCC(=O)N1CCC(C)(C(=O)Nc2ccc3c(c2)OCCO3)C1 (configuration not stated)	1.9	6.0	-8.1	-11.0	29.4	·	6.9	13.2	4.0	-10.2	·
Cc1ccc(C(=S)N2CCN(Cc3ccccc3)CC2)cc1	-12.4	-2.2	-4.6	-8.5	-16.6	9.1	6.2	2.4	12.4	-12.2	-0.9
CC(C)C(c1nnnn1Cc1ccc(F)cc1)N1CCN(C2CCCCC2)CC1 (configuration not stated)	-1.3	32.9	1.7	-0.8	-12.1	4.7	12.0	1.4	-3.2	-10.5	-0.8
OC(c1cccc(Cl)c1)c1nc(-c2cc3ccccc3o2)cs1 (configuration not stated)	-13.7	-19.0	8.0	6.2	1.2	·	-172.2	-2.1	-120.2	12.5	·
CC(C)(C)c1cc[n+](-c2[nH]c(=O)sc2/C=N/N=C(\[O-])c2cccnc2)cc1	-25.1	-13.2	-14.3	-7.8	13.9	-3.4	10.0	-24.4	6.5	23.8	-1.5
Nc1nc(NCCCN2CCOCC2)nc(Nc2ccccc2F)c1[N+](=O)[O-]	-14.2	3.8	0.8	-7.5	-28.5	-106.7	0.6	-7.9	44.0	-36.9	-0.5
O=C1c2ccccc2C(=O)N1Cc1nc(-c2ccccc2)no1	-20.2	-1.3	2.5	-12.5	-16.4	4.6	2.6	6.4	-1.4	-4.3	7.2
CN(C)c1oc(-c2cccs2)nc1C#N	-8.6	-27.9	-7.3	7.4	-7.1	4.1	3.1	8.6	-19.6	-11.9	-0.7
Clc1ccc(CSc2ccc(-c3cccnc3)nn2)cc1	-19.7	-20.7	-15.7	-18.1	-43.2	-36.5	-123.1	6.9	-61.2	-9.2	0.0
COc1ccc(/C=N/NC(=O)c2ccc(COc3ccccc3Cl)o2)cc1	-5.3	6.0	1.0	2.9	-19.4	3.0	-103.9	-4.9	-86.8	8.5	2.8
O=C(NCc1ccco1)c1ccc(NS(=O)(=O)c2cccc([N+](=O)[O-])c2)cc1	-13.0	31.6	-0.7	8.2	-10.2	5.5	15.4	-1.0	9.6	1.1	1.8
O=C(Nc1ccccc1)c1ccc(CSc2ncccn2)cc1	-34.8	-20.5	20.5	-47.4	2.5	-39.1	-192.3	-11.0	-170.9	8.7	4.6
Cc1onc(-c2ccccc2)c1-c1nnc(CN2CCN(S(=O)(=O)c3ccccc3)CC2)o1	6.3	39.1	-1.1	33.3	6.0	6.0	9.7	-19.7	22.3	13.6	0.2
COc1cc(OC)c(NS(=O)(=O)c2cccc(C(=O)OCC(=O)NCC3CCCO3)c2)cc1Cl (configuration not stated)	11.3	-15.4	-16.9	15.1	-0.6	8.1	12.9	7.0	12.6	1.8	1.4
CCc1cccc(C)c1NC(=O)C1C2CCC(O2)C1C(=O)O (configuration not stated)	-6.2	-2.8	14.6	-5.8	-7.8	-5.8	7.3	1.6	-1.8	1.4	2.0
O=C(c1ccccc1Br)N(Cc1ccccc1)c1ccccc1	11.1	19.0	25.8	17.8	8.7	4.5	10.8	7.5	31.2	5.2	0.1
Fc1cccc(F)c1CSc1nc2ccccc2[nH]1	-55.7	-111.1	14.3	-18.8	21.3	-70.0	-248.9	-8.9	-356.1	11.5	-5.6
Cc1nn(-c2ccccc2)c(C)c1/C=N/n1c(-c2ccc(Cl)cc2)n[nH]c1=S	11.8	6.0	-10.0	10.7	-23.1	3.9	8.4	2.8	52.7*	17.2	-1.2
CCCOc1ccc(N2C(=O)CC(N(C(=O)c3ccco3)c3ccc(OCCC)cc3)C2=O)cc1 (configuration not stated)	-1.6	19.9	0.4	10.0	-22.2	-2.5	-6.9	9.9	6.4	2.1	5.8
CCN(CCO)Cc1csc2c(Br)cccc12	-34.8	-14.6	2.1	-11.8	2.7	-2.4	17.3	-0.7	4.1	-5.8	-2.3

Arranged by molecular weight (ascending): three of the compounds above
compound	TROY signal inh	NR2E3 ag-2	C8 TRAIL sens	Shn3 3UTR inh	TWEAK-Fn14 inh	MITF TRPM1 inh	HIF-2a inh	KKLEB tox	Peg3 prom inh	CF NFkB block	NR2E3 ag-1
CN(C)c1oc(-c2cccs2)nc1C#N	-8.6	-27.9	-7.3	7.4	-7.1	4.1	3.1	8.6	-19.6	-11.9	-0.7
CC(=O)NC1CC2CCCC(C1)N2C(=O)Nc1ccccc1 (configuration not stated)	-3.4	-11.1	2.6	5.8	-2.0	-5.1	11.9	-9.0	-52.8	-1.2	0.2
COc1ccc(/C=N/NC(=O)c2ccc(COc3ccccc3Cl)o2)cc1	-5.3	6.0	1.0	2.9	-19.4	3.0	-103.9	-4.9	-86.8	8.5	2.8

The listing continues.
compound	TROY signal inh	NR2E3 ag-2	C8 TRAIL sens	Shn3 3UTR inh	TWEAK-Fn14 inh	MITF TRPM1 inh	HIF-2a inh	KKLEB tox	Peg3 prom inh	CF NFkB block	NR2E3 ag-1
CCn1c(=O)cc(SCC(=O)NCc2ccccn2)c2ccccc21	12.0	5.8	10.3	6.8	-14.1	17.5	-4.3	2.8	0.9	-6.6	-3.8
Cc1cccc(NC(=O)CSCC(=O)NCc2cccc(C(F)(F)F)c2)c1	-5.6	-9.3	-2.7	22.5	-18.1	-1.6	14.3	7.5	22.8	-9.2	-0.7
CSc1ccccc1C(=O)N1CCCC(CNC(=O)c2ccc(F)cc2)C1 (configuration not stated)	-22.6	-0.9	0.0	-9.1	-3.0	-1.4	-48.7	13.0	-27.6	3.2	-0.8
COc1ccc(OC)c(-c2cc(C(=O)N3CCN(c4ccccc4)CC3)no2)c1	-4.8	-6.0	9.8	0.3	-21.9	9.0	-5.1	-0.6	-0.7	-32.7	6.1
Cc1csc(SCC(=O)O)n1	2.6	0.3	-17.1	2.3	-3.7	-2.9	18.5	3.6	8.0	4.7	-0.1
C[C@H](CO)N1C[C@H](C)[C@@H](CN(C)C(=O)Nc2ccccc2)Oc2ncc(-c3ccc(C#N)cc3)cc2C1=O	-3.2	-17.0	-19.2	2.7	-10.4	·	7.2	10.3	2.3	-27.8	·
Cc1cc(C)cc(NC(=S)N2CCN(Cc3ccccc3)CC2)c1	-2.8	-12.4	-18.0	27.8	-12.4	9.8	4.5	-19.4	3.5	0.2	1.1
CCOC(=O)c1nccnc1C(=O)Nc1cccc(C(F)(F)F)c1	6.4	-19.4	-3.4	10.4	36.9	11.4	8.3	10.8	1.3	-9.6	3.0
Oc1ccc2ccccc2c1N=Nc1ccccn1	-16.6	-17.6	17.9	94.9*	-79.6	59.7	-70.3	3.0	8.7	-14.8	-2.2
N#Cc1c(N)nc(-c2ccccc2)nc1-c1ccccc1	-13.5	1.8	-3.4	-21.2	16.1	-0.6	-6.3	1.4	6.1	-14.0	1.6
CCN(CC#CCC(O)(c1ccccc1)C1CCCC1)C(C)C (configuration not stated)	-13.1	-5.6	21.1	14.0	-16.0	4.9	27.1	-0.7	4.0	11.7	-4.2
COC(=O)CSc1nc(NC#N)nc(NC(C)C)n1	16.5	3.1	-7.1	-6.5	4.6	-3.2	12.9	-3.9	3.4	5.6	4.7
CCNc1nc2[nH]c(=O)c3c(c2s1)OC(N)=C(C#N)C3c1ccc(C)cc1 (configuration not stated)	29.3	-8.9	-30.3	0.6	32.1	2.6	8.4	-21.2	13.6	6.3	1.1
NC(=O)NC(Cc1ccccc1)C(=O)Nc1ccc(S(N)(=O)=O)cc1 (configuration not stated)	-6.3	-12.5	-4.0	-5.9	-3.9	1.5	11.1	6.7	2.1	0.1	-0.9
Cc1ccc(S(=O)(=O)NC2(C(F)(F)F)NC(=O)N(c3ccc(F)cc3)C2=O)cc1 (configuration not stated)	-14.2	-1.6	-16.1	2.2	0.8	1.8	7.0	4.1	1.6	2.2	7.4
Cc1ccc(C(=O)N2CCC3(CC2)Oc2ccc(F)cc2C(=O)C32CC(c3ccc(Cl)cc3)=NO2)s1 (configuration not stated)	-8.4	-9.5	2.5	8.0	-39.7	6.8	5.9	-9.2	9.3	10.6	3.1
CNC(C)C#Cc1ccc2oc3cc(C)c(C)cc3c(=O)c2c1 (configuration not stated)	-77.7	-88.7	35.8	-166.2	7.1	-22.3	-98.2	12.2	-133.6	-85.3	0.9
O=[N+]([O-])c1cc2c(c(CSc3ncccn3)c1)OCOC2	-65.1	-58.7	-6.4	-22.8	-13.2	-26.2	-134.4	-17.6	-102.5	6.2	1.4

The list is partial; count on the stated rates, not on these rows.
